Source: PubChem (several laboratories)
TbMetRS inhib = T. brucei MetRS inhibitors, primary screen, biochemical, luminescence; methionyl-tRNA synthetase (Trypanosoma brucei brucei); purified T. brucei MetRS, ATP depletion, Kinase-Glo luminescence; inhibition, % at 11.9 µM; actives 0.4% (n = 360,000); AID 624268, 2012;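 active means inhibition above a per-plate cutoff of the control wells' mean inhibition plus 3 SD, cut at about 5.5% in these data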;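 further: 0% = DMSO wells median and 100% = median of wells with control inhibitor compound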
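System: purified T. brucei MetRS enzyme / Detection: Kinase-Glo luciferase luminescence reporting remaining unconsumed ATP / Medium: HEPES buffer with MgCl2, KCl, DTT, spermine, BSA, pyrophosphatase / Replication: singlicate, one well per compound / Evaluation: percent inhibition relative to median high and low control wells / Schedule: 2 h aminoacylation at 25 °C after 15 min preincubation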
NadD block = inhibitors of S. aureus NadD, primary screen, biochemical, colorimetric, uHTS; AID 602399, 2012; actives 0.78% (n = 360,000); inhibition, % at 20 µM; Nicotinate-nucleotide adenylyltransferase NadD (Staphylococcus aureus N315); purified NadD enzyme, colorimetric absorbance read-out; in the data active means inhibition above about 26%; further: some compounds past the cut are filed as inactive
PABP1 MLLE inh = inhibitors of PABP1 MLLE–PAM2 peptide binding, primary screen, biochemical, fluorescence polarization, FITC-PAM2, GST-MLLE | actives 0.36% (n = 360,000) | inhibition, % at 20 µM | AID 588489, 2011 | Polyadenylate-binding protein 1 (Homo sapiens), P11940; in the data active means inhibition above about 35%, passing the limit was not always enough;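 further: plate controls were DMSO wells with GST-MLLE for no effect and wells lacking GST-MLLE protein for full effect; some results filed as inactive read as strong as hits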
DNMT1 inh = human DNMT1 methyltransferase inhibitors, primary screen, biochemical, molecular beacon, fluorescence, HinP1I cleavage, uHTS; actives 0.83% (n = 360,000); AID 588458, 2011; inhibition (reported as % activation of signal), % at 10 µM; in the data active means inhibition above about 50%
SUMO1 PPI mod = modulators of SUMO1 protein-protein interactions, primary screen, biochemical, uHTS; SUMO1 binding to a labelled peptide, TR-FRET, 1 h; AID 602429, 2012; inhibition, % at 20 µM; Small ubiquitin-related modifier 1 (Homo sapiens), P63165; actives 0.33% (n = 360,000); in the data active means inhibition above about 37%
Scp1 inh = Scp-1 phosphatase inhibitors, primary screen, biochemical, colorimetric, uHTS; Carboxy-terminal domain RNA polymerase II polypeptide A small phosphatase 1 (Homo …; Recombinant Scp1, phosphopeptide, malachite green phosphate absorbance; inhibition, % at 20 µM; actives 0.88% (n = 340,000);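 active means inhibition above about 50% at 20 µM, limit read from the data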;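 further: plate controls were DMSO wells with enzyme for no effect and wells lacking enzyme for full effect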
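System: SCP-1 catalytic domain; Reagent: Phospho 17-mer peptide substrate; Doses: one concentration, 20 µM, with 1.0% DMSO; Incubation: 45 min room-temperature reaction, 5 min colour, 30 min stabiliser; Signal: Phosphate-binding colour reagent, absorbance read at 630 nm.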
CSN inh = inhibitors of CSN-mediated cullin deneddylation, primary screen, biochemical, fluorescence polarization, uHTS; actives 0.38% (n = 360,000); Purified CSN, SCF-Nedd8-OG deneddylation; AID 651999, 2013; inhibition, % at 12.5 µM;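 active means pattern-corrected inhibition above about 35%, with an unprinted fluorescence ratio check between 0.5 and 1.5, limit read from the data, passing the limit was not always enough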;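 further: 0% = enzyme with substrate and 100% = substrate without enzyme; some results filed as inactive read as strong as hits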
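Assay system: purified human Csn5 enzyme expressed in HEK293T cells; Input: 0.24 nM Csn5 enzyme, final concentration; Reagent: 10 nM SCFSkp2-Nedd8OG; Compound dosing: 12.5 µM single point; Times: reaction 90 min, room temperature; Technique: fluorescence polarization readout.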
Rpn11 block = Rpn11 (PSMD14) deubiquitinase inhibitors, primary screen, biochemical, fluorescence polarization, uHTS; human 26S proteasome, Ub4-pepOG fluorescence polarization; 20S core pre-blocked with epoxomicin; actives 0.59% (n = 360,000); AID 588493, 2011; calls only at 20 µM; 26S proteasome non-ATPase regulatory subunit 14 (Homo sapiens), O00487;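 active means inhibition at 20 µM, scaled to each plate's controls, above about 33%, limit read from the data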
LMPTP block = LMPTP phosphatase inhibitors, primary screen, biochemical, fluorescence intensity, uHTS | Low molecular weight phosphotyrosine protein phosphatase (Homo sapiens), P24666 | recombinant LMPTP-A, OMFP fluorogenic substrate | inhibition, % at 20 µM | actives 0.22% (n = 360,000);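 active means compounds that cut the enzyme signal by at least half of the control window in the single-dose screen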;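 further: plate controls were DMSO wells with enzyme plus substrate for no effect and substrate without enzyme for full effect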
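Test system: LMPTP-A, protein tyrosine phosphatase of low molecular weight; Input: 0.625 nM enzyme; Incubation: 50 min dark incubation at room temperature; Signal: endpoint fluorescence intensity from OMFP dephosphorylation; Read-out basis: % inhibition versus control wells.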
STEP block = STEP phosphatase inhibitors, primary screen, biochemical, fluorescence intensity, uHTS; Tyrosine-protein phosphatase non-receptor type 5 (Homo sapiens), P54829; inhibition, % at 20 µM; recombinant STEP, OMFP fluorogenic substrate; AID 588621, 2011; actives 0.25% (n = 360,000);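 active means inhibition at 20 µM, scaled per plate between control wells, above about 37%, limit read from the data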;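 further: 0% = DMSO with enzyme and substrate and 100% = substrate only without enzyme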
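material = STEP tyrosine phosphatase | reagent = fluorogenic phosphatase substrate OMFP at 25 µM final | doses = single compound dose of 20 µM, 1% DMSO final | schedule = 20 min reaction, room temperature, in the dark | measured by = fluorescence, 480/540 nm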
* hit, by the source's call; i = inactive; / = no result given.

DNMT1 inh	Rpn11 block	STEP block	NadD block	CSN inh	PABP1 MLLE inh	LMPTP block	Scp1 inh	TbMetRS inhib	SUMO1 PPI mod	Structure
3	i	-6	2	0	-9	-1.8	-4	-0.4	0	O=C(N1CCOCC1)N1CCC(NC(=O)C23CC4CC(CC(C4)C2)C3)CC1
/	/	/	0	-2	/	1.0	/	-0.5	3	CCOC(=O)[C@]12CCC=C1N(Cc1ccccc1)C(=O)[C@H](CC(=O)NCCc1ccccc1OC)C2
0	i	-2	4	-2	15	-2.5	59*	-0.4	-5	C[C@H](CO)N1C[C@H](C)[C@@H](CN(C)S(=O)(=O)c2ccc(F)cc2)Oc2ccc(NC(=O)c3ccncc3)cc2C1=O
/	/	/	0	-5	/	-2.8	/	0.1	4	O=C([C@H]1O[C@@H](n2ccc(=O)[nH]c2=O)[C@H](O)[C@@H]1O)N1CCN(Cc2ccccn2)CC1
1	i	1	-8	-2	2	-0.1	-22	-0.3	1	CCC(NC(=O)OCc1ccccc1)C(=O)Oc1ccc2ccc(=O)oc2c1 (stereo not given)
0	i	1	-1	2	-6	1.3	-7	0.4	-18	Cc1nc([N+](=O)[O-])c(C(=O)OCc2ccccc2F)n1C
1	i	-2	8	0	8	-1.5	-4	-0.6	2	COC(=O)Nc1ccc(OC)c(OC)c1
-1	i	4	-3	-3	-5	-0.4	7	-1.1	4	CCC(C)(C)n1nnnc1C(c1ccccc1F)N1CCC(C(N)=O)CC1 (stereo not given)
4	i	1	3	1	-32	-0.5	-2	0.3	-7	Cc1ccccc1-n1c(-c2ccncc2)n[nH]c1=S
0	i	-3	-5	-7	3	-1.5	-12	-0.9	-4	CCOC(=O)C1CCN(Cc2cc(C(C)(C)C)c(O)c(C(C)(C)C)c2)CC1
1	i	-2	-2	-3	3	-1.3	-8	0.3	0	CC1CCN(C(=O)C2CCN(S(=O)(=O)N3CCC4(CC3)OCCO4)CC2)CC1
-4	i	11	6	2	-3	4.2	-1	0.6	-7	Fc1ccc(Nc2nc(NCc3ccco3)c3ccccc3n2)cc1
-6	i	2	-2	1	3	3.0	-20	0.1	-4	COC(=O)c1cc(=O)n(Cc2ccco2)c(=Nc2ccc(F)c(Cl)c2)s1
0	i	3	-1	1	-9	-0.9	1	-0.1	4	Cc1nn(-c2ccccc2)c(C)c1NC(=O)COC(=O)CCc1ccccc1
0	i	-1	-1	1	-1	0.7	-4	0.2	1	CCc1ccccc1NC(=O)C1(S(=O)(=O)c2ccc(C)cc2)CC1
3	i	0	-7	-4	2	-0.1	-2	0.7	-3	O=S1(=O)CCOC[C@H](c2ccccc2)N1Cc1ccccc1F
4	i	-4	-1	-1	-26	-0.4	-5	-0.5	2	Cc1ccc(NC(=O)c2ccc(Cl)c(N3C(=O)CCC3=O)c2)cc1
1	i	-2	-4	-13	10	0.3	-7	-0.3	2	CC(=O)c1cc(-c2ccccc2)n(CCC(=O)NC2CCCCCC2)c1C
2	i	0	-1	-3	4	-3.6	-2	-0.4	3	COc1ccc(COC(=O)C2=C(C)NC(=O)NC2c2ccc(O)cc2)cc1 (stereo not given)
1	i	0	-6	-8	-17	0.2	-3	-0.3	-2	O=S(=O)(NC1CCCCC1N1CCOCC1)c1ccc(Cl)cc1 (stereo not given)
7	i	-2	-2	3	-8	-0.3	-4	0.8	-2	Clc1ccc(Nc2ccc(Cl)nn2)cc1
1	i	-3	-1	3	-2	-0.7	-16	-1.9	1	COc1cc(O)c2c(=O)c(-c3ccc(O[C@@H]4O[C@H](CO)[C@@H](O)[C@H](O)[C@H]4O)cc3)coc2c1
-4	i	-1	4	1	7	-1.0	-4	-0.7	-20	Cc1nc([N+](=O)[O-])nn1C12CC3CC(CC(Cl)(C3)C1)C2
-2	i	0	-3	0	14	0.9	14	-1.5	-3	COC(=O)[C@H](CCSC)NC(=O)NCc1cccs1
-3	i	-1	-4	-2	-8	-0.1	-9	-0.4	1	COc1ccc(C(=O)COC(=O)C(C(C)C)N2C(=O)C3C4C=CC(C4)C3C2=O)cc1 (stereo not given)

Rewritten with two lines to a compound: nine of the compounds above
Each structure is followed by: DNMT1 inh	Rpn11 block	STEP block	NadD block	CSN inh	PABP1 MLLE inh	LMPTP block	Scp1 inh	TbMetRS inhib	SUMO1 PPI mod
O=C(N1CCOCC1)N1CCC(NC(=O)C23CC4CC(CC(C4)C2)C3)CC1
 : 3	i	-6	2	0	-9	-1.8	-4	-0.4	0
CCOC(=O)[C@]12CCC=C1N(Cc1ccccc1)C(=O)[C@H](CC(=O)NCCc1ccccc1OC)C2
 : /	/	/	0	-2	/	1.0	/	-0.5	3
C[C@H](CO)N1C[C@H](C)[C@@H](CN(C)S(=O)(=O)c2ccc(F)cc2)Oc2ccc(NC(=O)c3ccncc3)cc2C1=O
 : 0	i	-2	4	-2	15	-2.5	59*	-0.4	-5
O=C([C@H]1O[C@@H](n2ccc(=O)[nH]c2=O)[C@H](O)[C@@H]1O)N1CCN(Cc2ccccn2)CC1
 : /	/	/	0	-5	/	-2.8	/	0.1	4
CCC(NC(=O)OCc1ccccc1)C(=O)Oc1ccc2ccc(=O)oc2c1 (stereo not given)
 : 1	i	1	-8	-2	2	-0.1	-22	-0.3	1
Cc1nc([N+](=O)[O-])c(C(=O)OCc2ccccc2F)n1C
 : 0	i	1	-1	2	-6	1.3	-7	0.4	-18
COC(=O)Nc1ccc(OC)c(OC)c1
 : 1	i	-2	8	0	8	-1.5	-4	-0.6	2
CCC(C)(C)n1nnnc1C(c1ccccc1F)N1CCC(C(N)=O)CC1 (stereo not given)
 : -1	i	4	-3	-3	-5	-0.4	7	-1.1	4
Cc1ccccc1-n1c(-c2ccncc2)n[nH]c1=S
 : 4	i	1	3	1	-32	-0.5	-2	0.3	-7

New compounds follow
DNMT1 inh	Rpn11 block	STEP block	NadD block	CSN inh	PABP1 MLLE inh	LMPTP block	Scp1 inh	TbMetRS inhib	SUMO1 PPI mod	Structure
-6	i	-2	1	0	-9	2.1	-4	-0.6	2	CCOc1cc(N2CCOCC2)c(OCC)cc1NC(=O)C1=NN(c2cccc(C)c2)C(=O)CC1
108*	i	0	7	17	-32	11	61*	-0.2	-19	O=C(CNC(=O)c1cccc(OC(F)F)c1)OCc1cc(=O)n2cc(Br)ccc2n1
2	i	0	-5	1	2	-0.1	-1	-0.2	0	Cc1ccc2nc(SCC(=O)N3CCC(C)CC3)nc(=O)n2c1
2	i	1	-2	2	-2	2.3	1	0.0	5	Cc1ccc(CN2CCN(/N=C/c3cc(Br)ccc3F)CC2)cc1
-8	i	1	4	1	-4	4.8	13	-0.3	5	O=C(COCc1cc(-c2ccc3c(c2)OCO3)on1)N1CCN(c2cccc(C(F)(F)F)c2)CC1
0	i	2	7	0	-16	0.4	-2	-0.3	-1	CCCC(=O)C1=C(N2CCCCC2)CC(C)(C)C(C(=O)OC)C1=O (stereo not given)
0	i	2	-4	0	-1	0.5	5	-1.3	-1	CCc1nnc(NC(=O)C2CCCN2C(=O)Nc2ccccc2OC)s1 (stereo not given)
6	i	-3	-5	-3	0	1.0	-1	-0.4	0	O=c1[nH]cc(S(=O)(=O)c2ccccc2)[nH]1
-3	i	-4	-5	0	-14	0.9	-4	-0.9	5	Cc1ccc(S(=O)(=O)n2cc(C=O)c3ccccc32)cc1
2	i	2	0	2	3	0.0	-3	-0.6	-16	Cn1nc(C(=O)OCCN2C(=O)c3ccccc3C2=O)c2ccccc2c1=O
1	i	-4	2	4	-9	-2.1	2	-1.7	-2	Cc1ccc(O)c(C(=O)c2cc(C#N)c(=O)n(-c3c(C)n(C)n(-c4ccccc4)c3=O)c2)c1
0	i	2	5	4	2	13	-1	-0.4	3	COc1ccc(C(=O)Nc2ccc(NC(=O)CSc3nnc(-c4ccncc4)n3C)cc2)cc1
3	i	-1	2	-2	11	-1.8	-12	-0.5	-3	Cc1ccc(S(=O)(=O)N2CCN(C(=O)CSc3nccn3C)CC2)cc1
0	i	1	-6	-6	-5	-1.4	-1	-0.1	7	On1c(-c2ccccc2)nc2ncccc21
